Screening results: PubChem BioAssay, several laboratories
BioA inh: blocks M. tuberculosis BioA enzyme activity; inhibition, % at 9.99 µM; actives 0.096% (n = 360,000); AID 602481; purified M. tuberculosis BioA enzyme, plate reader; in the data active = inhibition above about 40%; inconclusive = no clear call, values can overlap the other calls
Mtb UGM inh: inhibitors of M. tuberculosis UDP-galactopyranose mutase. purified UGM, fluorescence polarization probe displacement. inhibition, % at 10 µM. actives 0.06% (n = 320,000); in the data active = inhibition above about 10%, passing the limit was not always enough; inconclusive = no clear call, values can overlap the other calls
Mtb FBA inh: inhibitors of M. tuberculosis fructose-bisphosphate aldolase; actives 2.3% (n = 360,000); P9WQA3; purified M. tuberculosis FBA, fluorescence read-out; inhibition, % at 1 µM; in the data active = inhibition above about 27%;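 note: 0% = vehicle and 100% = reference inhibitor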
Target sequence (P9WQA3 whole entry, looked up): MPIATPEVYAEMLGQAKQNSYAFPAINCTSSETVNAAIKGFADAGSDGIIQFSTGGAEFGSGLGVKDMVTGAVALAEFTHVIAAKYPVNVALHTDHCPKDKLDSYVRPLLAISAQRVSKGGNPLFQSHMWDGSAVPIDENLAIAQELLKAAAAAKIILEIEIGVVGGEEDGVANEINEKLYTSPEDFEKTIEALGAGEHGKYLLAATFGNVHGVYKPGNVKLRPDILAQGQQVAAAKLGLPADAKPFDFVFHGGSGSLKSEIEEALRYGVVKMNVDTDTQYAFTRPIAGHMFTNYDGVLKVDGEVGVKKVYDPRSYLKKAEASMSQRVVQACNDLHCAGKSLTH
Anthrax LF inh2: anthrax lethal factor protease inhibition | AID 588501 | P15917 | multiplex microsphere protease cleavage assay, LF | inhibition, % at 10 µM | actives 0.12% (n = 360,000); note: plate controls were buffer without enzyme for full effect and enzyme alone for no effect
BoNT-F LC inh: BoNT F light chain protease inhibition. inhibition, % at 10 µM. actives 0.22% (n = 360,000). Multiplex microsphere protease cleavage assay, flow cytometry; in the data active = inhibition above about 35%, passing the limit was not always enough; inconclusive = no clear call, values can overlap the other calls; note: plate controls were buffer without enzyme for full effect and enzyme alone for no effect
FadD28 FP inh: inhibitors of Mycobacterium tuberculosis FadD28 bisubstrate binding. FadD28 bisubstrate probe binding, fluorescence polarization. inhibition, % at 12.5 µM. actives 0.22% (n = 360,000). AID 588549; in the data active = inhibition above about 8.5%, passing the limit was not always enough; inconclusive = no clear call, values can overlap the other calls
PfHsp40 rescue: rescue of PfHsp40-mediated yeast toxicity. actives 0.68% (n = 340,000). growth rescue, % at 12.5 µM. S. cerevisiae expressing PfHsp40, growth rescue, ATP luminescence; in the data active = growth rescue above about 28%, passing the limit was not always enough; inconclusive = no clear call, values can overlap the other calls;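 note: yeast W303a lacking pdr1 and pdr3 grown in galactose medium; growth measured after three days at 30 °C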
GDH-TPI counter: GDH-TPI coupled enzyme inhibition counter-screen; actives 1.2% (n = 360,000); GDH-TPI coupled enzyme counterscreen, NADH absorbance; inhibition, % at 4.8 µM; AID 588335; in the data active = inhibition above about 30%;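 note: 0% = DMSO wells and 100% = wells lacking the enzyme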
BoNT A protease: BoNT A light chain protease inhibition; multiplex microsphere protease substrate cleavage, flow cytometry; inhibition, % at 10 µM; actives 0.17% (n = 360,000); AID 588499; note: plate controls were buffer without enzyme for full effect and enzyme alone for no effect
Active calls of the source: *; u = inconclusive; x = no result given. Cut-off read from the data, not from the text of the source, unless noted: active = inhibition above about 30%; inconclusive = no clear call, values can overlap the other calls; inactive = below that.

canonical_smiles,FadD28 FP inh,Mtb FBA inh,BioA inh,Mtb UGM inh,BoNT-F LC inh,GDH-TPI counter,PfHsp40 rescue,Anthrax LF inh2,BoNT A protease
NC(=O)C1CCN(c2ccc(S(=O)(=O)N3CCCCC3)cn2)CC1,-1.4,4,x,-1.0,-3,11,0.5,1,-0.1
O=C(NCc1ccccc1Cl)C1CCN(S(=O)(=O)c2ccc(F)cc2)CC1,-2.3,0,x,4.8,0,2,2.4,-2,0.2
CCCCn1c(N)c(N(CCC(C)C)C(=O)COC(=O)c2ccc(CC)cc2)c(=O)[nH]c1=O,-0.6,3,-1.9,x,-23,9,-0.2,-4,-15
C=CCN1C(=O)C(CC(=O)O)S/C1=N/N=C/c1ccc(N(CC)CC)cc1 (configuration not stated),1.1,23,1.2,-0.5,3,35*,-0.6,-7,0.9
Cc1cc(-n2c(C)cc(C(=O)COc3cc(F)ccc3[N+](=O)[O-])c2C)no1,-0.3,-2,-1.9,x,-3,5,1.1,u,0.3
CCC(C(=O)NCc1ccco1)N(Cc1cccs1)C(=O)CNS(=O)(=O)c1ccccc1 (configuration not stated),-3.1,2,1.9,0.3,1,0,-0.1,1,0.6
COc1ccc(OC(C)c2nnc(N)s2)cc1 (configuration not stated),-1.0,-6,1.2,-3.1,0,-2,-1.6,-4,-0.4
COc1ccc(-n2cnnc2SCCC#N)cc1,-2.9,2,0.0,-0.2,13,6,11,-1,0.4
COc1cc(OC)c(N(C)S(=O)(=O)c2cccc(C(=O)OCC(=O)NCc3ccco3)c2)cc1Cl,-2.0,-1,x,0.6,-4,0,-0.6,-5,-1.7
Cc1cc2c(C)nc(N/N=C/c3ccc(F)cc3)nc2o1,-0.7,-3,x,1.7,-3,24,0.3,-1,-0.2
CCOc1cc(N2CCOCC2)c(OCC)cc1NC(=O)c1ccc(C)s1,-0.5,7,x,-1.9,-8,4,3.8,-6,-1.4
CC(C)C(=O)Nc1ccc2c(c1)nc(CCN1CCCCC1)n2C,-4.3,8,-0.1,4.2,3,8,-1.9,8,-0.7
O=C(Cc1ccc(Cl)cc1)N1CCC2(CC1)NCCc1[nH]cnc12,-3.2,0,0.2,-8.4,7,-16,-0.2,-3,2.1
Cc1ccc(-c2nnc(NC(=O)CCS(=O)(=O)c3ccccc3)o2)c(C)c1,-2.2,4,x,x,1,8,-2.4,2,0.1
CC(C)(C)C1CCC(=O)N(CCSc2ccccc2)CC1 (configuration not stated),-1.3,3,3.6,1.7,1,6,2.1,-4,-0.5
COc1ccc(NC(=O)c2cccc(C#N)c2)cc1NS(=O)(=O)c1ccc(F)cc1,-6.6,1,-0.5,0.3,-4,-3,1.9,0,0.4
COc1ccc(CC(=O)NC(=S)Nc2ccc(S(=O)(=O)NC(C)(C)C)cc2)cc1,-3.1,-5,0.1,-0.4,-5,10,1.2,-1,-0.3
Cc1sc2nc(CSC(C)C(=O)Nc3cc(S(C)(=O)=O)ccc3Cl)[nH]c(=O)c2c1C (configuration not stated),1.3,5,-1.9,0.1,-6,6,0.7,3,-4.7
Cc1cc(F)ccc1NC(=O)CCCN(C)S(=O)(=O)c1ccc(F)cc1,0.0,8,-0.5,2.6,-1,2,-0.8,-6,0.8
Cc1ccsc1C1C2=C(CC(C)(C)CC2=O)Nc2ncnn21 (configuration not stated),1.0,6,4.0,0.0,-12,4,-0.9,-3,-0.3

Quoted at random: 3 records from the list, in no set order.
canonical_smiles,FadD28 FP inh,Mtb FBA inh,BioA inh,Mtb UGM inh,BoNT-F LC inh,GDH-TPI counter,PfHsp40 rescue,Anthrax LF inh2,BoNT A protease
O=C(NCc1ccccc1Cl)C1CCN(S(=O)(=O)c2ccc(F)cc2)CC1,-2.3,0,x,4.8,0,2,2.4,-2,0.2
Cc1cc(-n2c(C)cc(C(=O)COc3cc(F)ccc3[N+](=O)[O-])c2C)no1,-0.3,-2,-1.9,x,-3,5,1.1,u,0.3
COc1ccc(NC(=O)c2cccc(C#N)c2)cc1NS(=O)(=O)c1ccc(F)cc1,-6.6,1,-0.5,0.3,-4,-3,1.9,0,0.4

Copied from the results shown, two compounds:
canonical_smiles,FadD28 FP inh,Mtb FBA inh,BioA inh,Mtb UGM inh,BoNT-F LC inh,GDH-TPI counter,PfHsp40 rescue,Anthrax LF inh2,BoNT A protease
Cc1cc(F)ccc1NC(=O)CCCN(C)S(=O)(=O)c1ccc(F)cc1,0.0,8,-0.5,2.6,-1,2,-0.8,-6,0.8
Cc1ccsc1C1C2=C(CC(C)(C)CC2=O)Nc2ncnn21 (configuration not stated),1.0,6,4.0,0.0,-12,4,-0.9,-3,-0.3

Next section
canonical_smiles,FadD28 FP inh,Mtb FBA inh,BioA inh,Mtb UGM inh,BoNT-F LC inh,GDH-TPI counter,PfHsp40 rescue,Anthrax LF inh2,BoNT A protease
CCCOc1ccc(/C=N/NC(=O)c2ccc(Cn3cc([N+](=O)[O-])cn3)o2)cc1,-1.6,1,x,2.2,-6,10,1.4,-2,-0.3
Cc1ccc(CN2C(=O)C(F)(F)Oc3ccc(C)cc32)cc1,-1.5,3,0.3,x,-4,4,x,-8,-0.2
CC1Cc2ccccc2N1c1ncnc2c1nnn2Cc1ccccc1 (configuration not stated),-1.4,2,-1.0,-0.6,-3,4,0.2,-1,-0.8
COCCn1c(=S)[nH]c2cc(C(=O)N3CCC(C(N)=O)(N4CCCCC4)CC3)ccc2c1=O,-2.5,-1,x,-0.7,3,5,-0.5,-7,2.6
CCOc1ccc(C2CC(=O)c3c([nH]c(C(=O)OC)c3C)C2)cc1OC (configuration not stated),-4.1,1,-0.5,-0.9,-7,6,-0.7,-3,-0.5
O=C(O)c1cccc2[nH]c(C(F)(F)F)nc12,-0.1,-2,-1.1,-2.7,-6,10,-0.1,-1,0.4
Cc1cc(=O)oc(C)c1C(=O)NCCN(C)Cc1ccccc1,0.7,-1,-0.7,0.0,-6,45*,-0.1,4,0.6

Just GDH-TPI counter, for some of the entries so far:
| mol | GDH-TPI counter |
| --- | --- |
| CC1Cc2ccccc2N1c1ncnc2c1nnn2Cc1ccccc1 (configuration not stated) | 4 |
| COCCn1c(=S)[nH]c2cc(C(=O)N3CCC(C(N)=O)(N4CCCCC4)CC3)ccc2c1=O | 5 |
| CCOc1ccc(C2CC(=O)c3c([nH]c(C(=O)OC)c3C)C2)cc1OC (configuration not stated) | 6 |
| O=C(O)c1cccc2[nH]c(C(F)(F)F)nc12 | 10 |
| Cc1cc(=O)oc(C)c1C(=O)NCCN(C)Cc1ccccc1 | 45* |

No enrichment for hits. Share with any hit: about 4.7%.
